From PubChem
KB-V1 cytotox – KB-V1 MDR subline cytotoxicity | KB-V1 MDR cells viability, CellTiter-Glo, 72 h | Potency, µM (titrated, usually from 46.1 µM), for the others: top-dose activity change, negative = cytotoxicity, actives largely listed as cytotoxic | 400,000 compounds, 3.4% hits | AID 1347076; note: potency is the fitted concentration of half-maximal effect; % is set by controls: 0 for no effect and ±100 for the full control effect; nearly all actives have a fitted effect of over 60% in size
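Compound-treated KB-V1 multidrug-resistant cells, 72 h, 37 degrees C; viability by CellTiter-Glo. Fitted qHTS curves give the values.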
ATXN2 expr inh – inhibitors of ATXN2 expression | HEK-293 ATXN2-luciferase reporter, luminescence, 24 h | 360,000 compounds, 0.72% hits | AID 1745845 | Potency, µM (highest dose often 57 µM), for inactives: top-dose activity change, negative = inhibition, actives largely listed as inhibitors; note: potency is the fitted concentration of half-maximal effect; % is set by controls: 0 for no effect and ±100 for the full control effect; nearly all actives have a fitted effect of over 55% in size
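qHTS (up to 57 uM final) was run with 24 h compound exposure of reporter cells at 37 °C. Each well was multiplexed: SteadyGlo luminescence measured ATXN2-luciferase expression after a fluorogenic Gly-Phe-AFC viability readout (25 uM final).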
KB-3-1 tox – kills parental KB-3-1 adenocarcinoma cells | Potency, µM (top dose mostly 46.1 µM), for inactives: top-dose activity change, negative = cytotoxic, hits mostly cytotoxic | KB-3-1 viability, CellTiter-Glo ATP luminescence, 72 h | 400,000 compounds, 1.4% hits; note: potency is the fitted concentration of half-maximal effect; % is set by controls: 0 for no effect and ±100 for the full control effect; nearly all actives have a fitted effect of over 60% in size
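Parental KB-3-1 adenocarcinoma cells in phenol-red-free DMEM with 10% FBS were pin-treated with compounds at several concentrations, incubated 72 h at 37 °C, and viability read by CellTiter-Glo luminescence; concentration-effect curves were fitted after normalization.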
HT1080 IDH1KD tx – toxicity to HT-1080 IDH1 knockdown cells (counter line); HT-1080 IDH1 knockdown viability, ATP luminescence, 48 h; Potency, µM (doses to about 46.1 µM), inactives show at the top dose activity, negative = toxicity, actives largely listed as cytotoxic; 360,000 compounds, 2% hits;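 note: potency is the fitted concentration of half-maximal effect; 0% = DMSO wells and -100% = cell-free medium wells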
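HT-1080-IDH1KD cells (IDH1 knocked down), 750/well in RPMI with 5% FBS, treated with compound 48 h at 37 degrees C. Viability by CellTiter-Glo luminescence, normalised to DMSO and no-cell wells; concentration-response curves classed.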
SW480 rereplic – induces DNA re-replication in SW480 colon adenocarcinoma cells. Potency, µM (doses to about 46.1 µM), for inactives: at the top dose re-replication activation, most hits filed as activators. SW480 DNA re-replication, Hoechst DNA content imaging, 48 h. 340,000 compounds, 1.8% hits; note: potency is the fitted concentration of half-maximal effect; % of control where 0% means no effect; nearly all actives have a fitted effect of over 55% in size
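Compounds, transferred as 23 nL by pin tool, were incubated with cells for 48 hr; DNA content per nucleus was then quantified by Hoechst staining and fluorescence plate imaging.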
IL-1B inflam inh – inhibitors of inflammasome signaling (IL-1 beta secretion); 360,000 compounds, 4.7% hits; AID 743279; activity change, % at 57.5 µM; THP-1 LPS/ATP IL-1B secretion, AlphaLISA, 16 h; hits give low values; in the data active = activity change below about -50%; inconclusive = mostly about -30% to -49%; note: % is set by controls: 0 for no effect and ±100 for the full control effect
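THP-1 cells pretreated 1 hr with compounds (up to 57.5 uM final), then stimulated with LPS (250 ng/mL final) plus ATP (1.25 mM final); secreted IL-1B measured by AlphaLISA after 16 hr, decreased signal indicating inhibition.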
MCF10A rerep – inducers of DNA re-replication in MCF 10A breast cells. MCF 10A DNA re-replication, Hoechst nuclear intensity, 48 h. Potency, µM (top dose mostly 46.1 µM), for inactives: top-dose activity, positive = re-replication, actives largely listed as activators. 350,000 compounds, 2.9% hits. AID 624296; note: potency is the fitted concentration of half-maximal effect; % of control where 0% means no effect; nearly all actives have a fitted effect of over 50% in size
HT1080NT lethal – kills 2HG-producing HT-1080-NT fibrosarcoma cells. HT-1080-NT fibrosarcoma viability, CellTiter-Glo ATP luminescence, 48 h. Potency, µM (doses to about 46.1 µM), for the others: at the top dose activity, negative = less viability, hits mostly cytotoxic. 360,000 compounds, 1.6% hits. AID 686970;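 note: NT is the 2HG producing partner of a matched IDH1 knockdown line; potency is the fitted concentration of half-maximal effect; 0% = DMSO-treated cells and -100% = media-only wells without cells; nearly all actives have a fitted effect of over 55% in size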
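Compounds were tested in concentration-response format on HT-1080-NT cells for 48 hours at 37 degrees C. Cell viability came from CellTiter-Glo luminescence; curves were classified by r2, response magnitude and activity.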
ATXN viability – viability counter-screen for ATXN expression inhibitors. S2 cells (HEK-293 line with an ATXN2-luciferase reporter) viability, CellTiter-Fluor protease fluorescence, 24 h. Potency, µM (titrated, usually from 56.7 µM), most hits filed as cytotoxic. 400,000 compounds, 0.49% hits. AID 651635; note: potency is the fitted concentration of half-maximal effect; nearly all actives have a fitted effect of over 40% in size
Active calls of the source: *; i = inactive; ? = inconclusive; · = not tested or not shown; & = joins results of further samples; [ ] = dose if it differs, or a comment. Unless noted, calls come from the whole dose curve; as a rule, active = well fitted curve in the direction sought with a large enough effect; inconclusive = small, poorly fitted or top-dose-only effect, or another doubt; inactive = no such curve, though single readings can be large; an effect the other way counts as inactive or inconclusive.

Order of results – KB-V1 cytotox	ATXN2 expr inh	KB-3-1 tox	HT1080 IDH1KD tx	SW480 rereplic	IL-1B inflam inh	MCF10A rerep	HT1080NT lethal	ATXN viability
CC12CCC(=O)N1C(C(=O)OCC(=O)Nc1ccc(C(F)(F)F)cc1)CS2 (centres undefined)
→ ?	11.1%	9.0%	-1.0%	-15.4%	24.2	0.0%	1.3%[9.24 µM]	i
COc1ccc(OC)c(S(=O)(=O)Nc2cc(OC)c(Cl)cc2OC)c1
→ 0.0%	-10.5%	-0.6%	-26.3%	26.4%	-4.5	?	-25.6%	i
COC(=O)CC1C(=O)NCCN1C(=O)CSc1nnnn1-c1ccc(Cl)cc1 (centres undefined)
→ 0.0%	·	0.0%	-0.8%	-1.3%	?	6.2%	-2.6%	i
CCOC(=O)NC(=O)c1cn(Nc2ncc(C(F)(F)F)cc2Cl)c(=O)[nH]c1=O
→ ?	2.3%	-0.2%	-1.6%	-1.7%	26.6	1.8%	0.0%	i
N=C(SC1CC(=O)N(c2ccc(F)cc2)C1=O)N1N=C(c2ccccc2)CC1c1ccccc1 (centres undefined)
→ 2.2%	-13.3%	8.5%	-0.1%	-0.1%	16.2	-7.2%	0.7%	i
O=C(Cn1c(=O)oc2ccc(Cl)cc21)Nc1ccon1
→ 13.1%	·	-0.4%	0.0%	-3.4%	-3.4	0.8%	-0.4%	i
Nc1sc2c(c1C(=O)NCCc1ccccc1)CCCC2
→ ?	·	7.4%	3.1%	·	-0.8	·	5.1%	·
CCOc1cc(/C=C2\COc3ccccc3C2=O)ccc1OCC(=O)N(C)C
→ ?	-26.8%	-27.6%	23.1µM*	14.6µM*	-97.8*	14.6µM*	25.9µM*	i
CCOc1ccc(-n2c(SCc3nc(-c4ccc(C)cc4)no3)nnc2-c2ccncc2)cc1
→ ?	-21.1%	-19.7%	10µM*	28.0%	-11.0	?	?	i
COc1cc2cc(CCCOC(=O)c3ccc(C#N)cc3)oc(=O)c2cc1OC
→ 0.0%	5.2%	1.0%	10.5%	-13.0%	5.3	?	11.5%	i
Cc1cc(NC(=O)C2CCCN(S(=O)(=O)c3c(C)noc3C)C2)n[nH]1 (centres undefined)
→ 2.6%	-19.5%	20.5%	5.6%	-6.9%	15.6	6.9%	7.4%	?
O=C(Cn1cc(S(=O)(=O)N2CCCC2)c(S(=O)(=O)N2CCCC2)c1)Nc1cccc(F)c1
→ 12.0%	0.7%	0.0%	·	·	·	·	·	i
Cc1cc2c3c(c1)C1(C(=O)N3C(C)(C)CC2C)C(C#N)=C(N)Oc2n[nH]c(C)c21 (centres undefined)
→ -21.6%	-13.6%	?	?	?	?	28.3%	?	i
COc1ccc(C2N(c3ccccn3)C(=O)C3CCCN32)c(OC)c1 (centres undefined)
→ 14.9%	3.9%	13.4%	16.7%	9.2%	11.8	-0.3%	17.9%	i
O=C1C(=O)N(CCCn2ccnc2)C(c2cccnc2)/C1=C(/O)c1ccc(F)cc1 (centres undefined)
→ -3.2%	-6.7%	4.1%	-2.6%	-1.2%	24.1	2.5%	-3.3%	i

(next part)
Order of results – KB-V1 cytotox	ATXN2 expr inh	KB-3-1 tox	HT1080 IDH1KD tx	SW480 rereplic	IL-1B inflam inh	MCF10A rerep	HT1080NT lethal	ATXN viability
CCOC(=O)c1[nH]c2cc(OC)c(OC)cc2c1N
→ 22.3%	9.0%	?	-1.0%	0.0%	-20.6	2.5%	8.8%	i
CC(=O)Nc1cc2c(cc1C(=O)C(C)C)OCCO2
→ 1.4%	-11.1%	-5.0%	-2.3%	-0.7%	-15.3	1.3%	1.6%	i
COc1cccc(-n2c(Cc3cc(=O)[nH]c(=O)[nH]3)nnc2SCC(=O)NC2CCCC2)c1
→ 1.8%	2.4%	14.4%	10.2%	-17.5%	40.2	3.7%	0.6%	i
CCO[C@H]1OC(C(N)=O)=C[C@@H](C)[C@@H]1CCCO
→ 18.7%	1.0%	0.0%	11.6%	-66.4%[inhibitor]	0.0	16.2%	12.6%	i
COc1ccccc1N1CCN(C(=O)CN2C(=O)C3CCCCC3C2=O)CC1 (centres undefined)
→ -26.1%	·	-0.6%	0.0%	-36.2%[inhibitor]	3.5	-1.0%	3.5%	i
COc1ccc(CNCc2cc(Cl)ccc2O)cc1
→ 1.7%	2.5%	-17.5%	?	-8.4%[9.22 µM]	·	-7.2%	-7.6%	i
O=c1[nH]c2cc3c(cc2cc1CN(Cc1ccco1)C(=S)NCC1CCCO1)OCCO3 (centres undefined)
→ ?	·	?	?	-181.0%[inhibitor]	5.4	?	?	i
CCOC(=O)N1CCN(S(=O)(=O)c2ccc(OC)c3ccccc23)CC1
→ -19.4%	-14.6%	-5.4%	?	-4.1%	11.3	3.8%	?	i
O=C(CCc1ccccc1)NNC(=O)c1ccccc1C(=O)O
→ 5.5%	4.9%	?	6.0%	11.0%	24.2	16.8%	-2.3%	?
COc1cc(Nc2ncc3c(n2)CCN(C(=O)Nc2ccc(C(C)C)cc2)C3)cc(OC)c1OC
→ ?	?	?	18.4µM*	·	-2.5	·	20.6µM*	i
CC12CCC(=O)N1C(C(=O)Oc1cccc(F)c1)CS2 (centres undefined)
→ 29.7%	·	-3.1%	8.3%	·	10.0	·	13.4%	i
CCOc1ccc(C(C)=O)cc1COC(=O)CN1C(=O)NC2(CCCC2)C1=O
→ 11.5%	1.9%	-5.5%	8.3%	-2.5%	-1.0	8.4%	5.0%	i
CS(=O)(=O)N(CC(=O)NC1CC1)C1CCCCC1
→ 22.4%	-3.5%	7.4%	8.5%	1.9%	7.8	?	4.5%	i
CC(C)c1ccc(N(CC(=O)O)S(=O)(=O)c2cccnc2)cc1
→ 14.0%	-2.4%	6.4%	-1.6%	-3.2%	30.1	-10.8%	14.7%	i
Cc1ccc(C2CC(c3ccc(C)cc3)n3nc(N)nc3N2)cc1 (centres undefined)
→ -10.9%	-4.8%	8.8%	8.9%	-3.6%	-22.9	2.3%	8.9%	i

(listing goes on)
Order of results – KB-V1 cytotox	ATXN2 expr inh	KB-3-1 tox	HT1080 IDH1KD tx	SW480 rereplic	IL-1B inflam inh	MCF10A rerep	HT1080NT lethal	ATXN viability
CN(C)S(=O)(=O)c1cccc(NC(=O)CN(CCO)CC(=O)Nc2cccc(S(=O)(=O)N(C)C)c2)c1
→ ?	4.8%	6.2%	6.2%	-11.2%	29.7	4.6%	7.0%	i
CCc1ccccc1NC(=O)c1ccc2c(c1)N(Cc1cccc(Cl)c1)C(=O)c1ccccc1S2(=O)=O
→ -11.4%	7.2%	7.9%	·	·	·	·	·	i
Cc1nc2cc3ccccc3cc2s1
→ ?	-10.9%	18.3%	8.6%	-36.2%	8.8	-19.5%	7.9%	i
COc1cccc(/C=N/n2c(-c3cc(C)[nH]n3)n[nH]c2=S)c1O
→ -1.4%	-3.2%	22.5%	6.2%	-9.2%	5.4	2.5%	-5.5%	i
O=C(O)c1cn(-c2ccc(N3CCCC3)c(F)c2)c2c(F)c(F)c(F)cc2c1=O
→ -0.2%	11.9%	5.6%	4.7%	?	-11.1	?	1.7%	i
COC(=O)c1cccc(C(=O)Nc2cnc3ccccc3c2)n1
→ -24.2%	23.1%	31.6%	2.2%	-3.0%	10.9	5.2%	-0.8%	i
O=C(Nc1ccc2nsnc2c1)N1CCCCCC1
→ -5.7%	34.5%	6.6%	16.9%	1.1%	-1.1	-6.4%	17.0%	i
CCC(C)Sc1ccc(-c2nc3ccc(C)cn3c2NCc2ccccc2)cc1 (centres undefined)
→ ?	-11.0%&1.2%	?	-10.1%&-14.9%	22.8%	?	?	-12.4%&-6.9%	?
COc1ccc(C)cc1NC(=O)c1nc2nc(C)cc(C)n2n1
→ -6.5%	0.3%	4.4%	17.5%	4.0%	25.6	-1.8%	10.6%	i
Nc1nonc1C(=O)NCCNCc1ccccc1F
→ -9.4%	12.9%	2.1%	·	·	·	·	·	i
CCOC(=O)N1CCN(C(=O)C(C)c2ccc([N+](=O)[O-])cc2)CC1 (centres undefined)
→ -25.9%	-11.6%	-1.5%	0.9%	-10.5%	12.6	-2.4%	4.1%	i
CC(C)NS(=O)(=O)c1ccc(OCC(=O)N2CCN(c3cccc(Cl)c3)CC2)cc1
→ 0.2%	?	-4.2%	·	·	·	·	·	i
CCC(C)c1ccccc1NC(=O)CN(C)CCOc1ccc(Cl)cc1 (centres undefined)
→ -11.5%	-15.5%	-0.1%	?	?	-77.5*	?	?	i
C=CCOC(=O)Nc1c(C(=O)OC)[nH]c2ccccc12
→ -9.2%	7.2%	-15.3%	-9.8%	0.6%	0.0	-0.8%	-3.8%	i
Cc1ccc(CNC(=O)CCOc2ccc(C(C)(C)C)cc2)cc1
→ 0.0%	1.7%	2.5%	8.7%	-5.0%	1.4	-180.9%[0.0737 µM]	1.9%	i

(next part)
Order of results – KB-V1 cytotox	ATXN2 expr inh	KB-3-1 tox	HT1080 IDH1KD tx	SW480 rereplic	IL-1B inflam inh	MCF10A rerep	HT1080NT lethal	ATXN viability
Cc1ccc(-c2noc(-c3cccnc3N(C)Cc3ccc(Cl)cc3)n2)cc1
→ 11.8%	10.8%	1.0%	·	·	·	·	·	i
CCCn1nnc(NC(=O)c2ccc3ccccc3c2)n1
→ ?	22.1%	21.1%	23.8%	0.8%	-17.4	-0.3%	22.0%	i
Cn1c(=O)n(C)c2cc([N+](=O)[O-])c(N3CCN(C(=O)c4ccccc4Cl)CC3)cc21
→ 16.4µM*	-28.5%	23.1µM*	7.3%	-18.2%	?	-7.7%	?	i
COC(=O)c1c(C)oc2ccc(N(C(=O)c3ccncc3)S(=O)(=O)c3ccc(C)cc3)cc12
→ 1.64µM*	-20.3%	5.17µM*	2.59µM*	6.51µM*	-6.7	?	2.59µM*	?
